# Assay outcomes deposited in PubChem BioAssay by National Center for Advancing Translational Sciences (NCATS).
# Pol eta inh = qHTS for Inhibitors of Polymerase Eta; actives 1.2% (n = 390,000); recombinant Pol eta, fluorescent DNA replication assay; Potency, µM (top dose mostly 114 µM), without a hit: at the highest dose activity change, negative = inhibition, hits mostly inhibitors; DNA polymerase eta (Homo sapiens), Q9Y253; also: potency is read from the fitted curve at half-maximal effect; % is scaled to controls: 0 for no effect and ±100 for the full control effect
#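 Pol eta at 10 nM preincubated with compounds 15 min at room temperature; reaction started with fluorescent substrate (50 nM final) and read kinetically at 0 and 10 min.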
# Glioma ERSR ind = qHTS for Inducers of the Endoplasmic Reticulum Stress Response (ERSR) in Human Glioma: qHTS; AID 602332, 2012; actives 0.02% (n = 420,000); U87-MG GRP78 promoter luciferase reporter, 16 h; Potency, µM, for inactives: at the top dose activation, hits mostly activators; also: potency is read from the fitted curve at half-maximal effect; series mostly up to about 76 µM; % of control where 0% means no effect; nearly all actives have a fitted effect of over 35% in size
#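 ERSR induction read as luciferase luminescence (Bright-Glo, 10 min at room temperature) in stably transfected human U87-MG glioma cells exposed to compounds for 16 h, using GRP78 as sensor.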
# Pol iota inh = qHTS for Inhibitors of Polymerase Iota | actives 1% (n = 390,000) | Potency, µM (series often up to 115 µM), without a hit: at the top dose activity, negative = inhibition, actives largely listed as inhibitors | Pol iota fluorescent replication assay, 10 min; also: potency is read from the fitted curve at half-maximal effect
#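 Fluorescent replication assay read twice, at 0 min and 10 min after adding 50 nM (final) substrate. Enzyme (10 nM) and compounds were first incubated 15 min at room temperature; enzyme-free buffer wells were negative controls.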
# POLK inh = qHTS for Inhibitors of Polymerase Kappa; purified Pol kappa, fluorescent DNA synthesis assay, 10 min; DNA polymerase kappa (Homo sapiens), Q9UBT6; actives 0.53% (n = 400,000); Potency, µM (highest dose often 107 µM), for inactives: at the top dose activity, negative = inhibition, hits mostly inhibitors; also: potency is read from the fitted curve at half-maximal effect; % is scaled to controls: 0 for no effect and ±100 for the full control effect
# Target sequence (Q9UBT6 whole entry, looked up): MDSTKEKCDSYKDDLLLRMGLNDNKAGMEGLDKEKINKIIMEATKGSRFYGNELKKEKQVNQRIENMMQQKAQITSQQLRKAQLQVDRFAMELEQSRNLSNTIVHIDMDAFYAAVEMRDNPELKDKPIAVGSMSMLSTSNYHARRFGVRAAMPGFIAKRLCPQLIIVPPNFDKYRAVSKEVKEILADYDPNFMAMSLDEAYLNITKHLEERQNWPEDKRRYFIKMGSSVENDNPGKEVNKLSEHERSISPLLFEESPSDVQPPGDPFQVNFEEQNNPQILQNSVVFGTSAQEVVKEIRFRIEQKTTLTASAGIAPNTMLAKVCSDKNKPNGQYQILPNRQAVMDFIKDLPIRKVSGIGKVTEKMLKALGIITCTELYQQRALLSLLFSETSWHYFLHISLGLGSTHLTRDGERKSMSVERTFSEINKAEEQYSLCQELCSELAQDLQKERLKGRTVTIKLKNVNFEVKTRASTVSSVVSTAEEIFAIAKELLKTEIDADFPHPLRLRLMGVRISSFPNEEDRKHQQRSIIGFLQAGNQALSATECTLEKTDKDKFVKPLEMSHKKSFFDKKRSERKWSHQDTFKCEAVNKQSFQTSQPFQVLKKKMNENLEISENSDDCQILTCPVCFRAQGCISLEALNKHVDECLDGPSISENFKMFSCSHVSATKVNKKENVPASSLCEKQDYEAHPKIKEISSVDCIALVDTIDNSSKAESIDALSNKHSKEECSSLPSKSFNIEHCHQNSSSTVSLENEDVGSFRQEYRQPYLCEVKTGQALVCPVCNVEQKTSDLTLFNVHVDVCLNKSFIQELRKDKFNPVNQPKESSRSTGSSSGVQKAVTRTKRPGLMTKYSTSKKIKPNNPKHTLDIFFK
#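 Kinetic fluorescence readout at 0 and 10 min followed reaction start with substrate at 50 nM final. Beforehand, enzyme (10 nM Pol kappa) stood 15 min with compound at room temperature; buffer-only wells were negative controls.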
# POLB inh = qHTS Assay for Inhibitors of DNA Polymerase Beta; Potency, µM (top dose mostly 114 µM), without a hit: top-dose activity change, negative = inhibition, hits mostly inhibitors; AID 485314, 2010; P06746; Pol beta primer extension/strand displacement, fluorescence kinetic; actives 1.3% (n = 340,000); also: potency is read from the fitted curve at half-maximal effect; % is scaled to controls: 0 for no effect and ±100 for the full control effect
#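 Curves were derived by four-parameter Hill fits of normalized qHTS data. The kinetic fluorescent primer-extension read was taken at 0 and 10 min after 50 nM substrate, following a 15 min room-temperature preincubation of 10 nM enzyme with compounds.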
# BLM inh = qHTS Assay for Inhibitors of Bloom's syndrome helicase (BLM); actives 0.2% (n = 350,000); Potency, µM (top dose mostly 56.1 µM), for inactives: at the top dose activity change, negative = inhibition, hits mostly inhibitors; recombinant BLM DNA unwinding, fluorescence dequenching; RecQ-like DNA helicase BLM (Homo sapiens), P54132;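 also: potency is read from the fitted curve at half-maximal effect; plate controls were vehicle for no effect and no enzyme for full effect; nearly all actives have a fitted effect of over 35% in size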
# LDHA block = qHTS assay for inhibitors of human lactate dehydrogenase; L-lactate dehydrogenase A chain (Homo sapiens), P00338; purified LDHA, NADH/diaphorase-resazurin fluorescence; stronger effect = lower value; actives 0.15% (n = 480,000); activity change, % (values are at about 110 or 230 µM); in the data active = activity change below about -30%; inconclusive = mostly about -25% to -30%;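 also: plate controls were DMSO wells for no effect and wells without enzyme for full effect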
#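 Human LDH5 (2 nM) was incubated with 0.06 mM NADH and 0.2 mM pyruvate for 5 min at room temperature in Tris pH 7.4. Remaining NADH was coupled through diaphorase/resazurin, and resorufin fluorescence was read at 0 and 20 min.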
# APEX1 inh = qHTS Assay for Inhibitors of the Human Apurinic/apyrimidinic Endonuclease 1 (APE1) | DNA repair nuclease/redox regulator APEX1 (Homo sapiens), P27695 | recombinant APE1, TAMRA/BHQ-2 abasic DNA cleavage fluorescence | Potency, µM (top dose mostly 65.8 µM), without a hit: at the highest dose activity change, negative = inhibition, hits mostly inhibitors | actives 0.35% (n = 350,000) | AID 2517, 2012;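 also: potency is read from the fitted curve at half-maximal effect; plate controls were vehicle for no effect and reference inhibitor for full effect; nearly all actives have a fitted effect of over 55% in size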
#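 Activity was derived from the fluorescence gain between first and third kinetic reads (60 s intervals, ex 525/em 598 nm) after 50 nM THF-abasic TAMRA/BHQ-2 duplex was added to 0.75 nM APE1 preincubated 15 min with compound.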
# Apoferritin bind = qHTS Assay for Identification of Novel General Anesthetics. Potency, µM (series often up to 77.5 µM), without a hit: top-dose activity change, negative = displacement, hits mostly inhibitors. apoferritin/1-aminoanthracene competitive binding, fluorescence. actives 0.074% (n = 350,000). Ferritin light chain (Equus caballus), P02791; also: potency is read from the fitted curve at half-maximal effect; % is scaled to controls: 0 for no effect and ±100 for the full control effect; nearly all actives have a fitted effect of over 20% in size
# Target sequence (P02791 2-175 limits assumed): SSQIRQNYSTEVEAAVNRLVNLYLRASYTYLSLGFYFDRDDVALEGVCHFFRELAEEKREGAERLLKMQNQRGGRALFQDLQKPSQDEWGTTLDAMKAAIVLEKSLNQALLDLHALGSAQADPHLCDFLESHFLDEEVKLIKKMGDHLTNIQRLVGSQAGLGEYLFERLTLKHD
#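 10 uM apoferritin + 50% sat. 1-AMA, PBS; cpd 10 min RT; Ex380/Em535 endpoint; normalized to free probe vs complex; 4-param Hill fit; propofol titration as pos. ctrl.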
# An asterisk follows results filed as active; ? = inconclusive; . = no result given; & = joins results of further samples; [ ] = another dose, or the depositor's remark. Unless noted, calls follow the shape of the dose curve; as a rule, active = well fitted curve in the direction sought with a large enough effect; inconclusive = small, poorly fitted or top-dose-only effect, or another doubt; inactive = no such curve, though single readings can be large; an effect the other way counts as inactive or inconclusive. The list is partial; rates above refer to the full screens.
SMILES,Pol eta inh,Glioma ERSR ind,Pol iota inh,POLK inh,POLB inh,BLM inh,LDHA block,APEX1 inh,Apoferritin bind
CCOC(=O)c1cc(-c2nnc(SCC(=O)Nc3ccc(F)cc3)o2)c(C)nc1C,-5%,-3%,4%,-15%,-9%,-2%,-5,4%,-13%
COc1ccc(C(=O)Nn2c(C)nc3ccccc3c2=O)cc1OC,8%,-3%,?,2%,-11%,-1%,-7,-5%,15%
CSc1nnc2c(n1)c(C)nn2-c1ccc(C)cc1,8%,-3%,22%,0%,11%,2%,-7,0%,-9%
CN1CCN(C(=O)C2=C[C@H](c3ccc(C(F)(F)F)cc3)C[C@H](OCCCCO)O2)CC1,-11%,-5%,20%,-5%,.,.,-7,.,.
COc1ccccc1N1CCN(C(=O)CSc2ccc3c(C)cc(C)nc3n2)CC1,?,-4%,-13%,-9%,-19%,-2%,-7,5%,-14%
COC(=O)c1cc(NC(=O)CN2C(=O)CSC2=O)ccc1Cl,-11%,-3%,30%,-12%,13%,-3%,2,4%,-13%
CC1C/C(=N\NC(=O)c2ccc([N+](=O)[O-])cc2)CC(C)(C)C1 (stereo unspecified),-8%,0%,?,-5%,3%,-2%,-11,0%,-10%
COc1ccc(Cl)cc1NC(=O)c1c(-c2ccccc2)noc1C,-15%,1%,-5%,1%,1%,-1%,-2,-9%,-9%
CC(C)CC(=O)N1CCN(Cc2ccccc2[N+](=O)[O-])CC1,0%,-1%,36%[activator],-5%,-6%,2%,-19,16%,-9%
CCC1=NC(c2ccccc2)N(O)C1(C)C (stereo unspecified),0%,0%,20%,-1%,16%,-5%,0,2%,-15%
COc1ccc(OC)c(NC(=O)c2nc(S(=O)(=O)Cc3ccccc3F)ncc2Cl)c1,.,-3%,-20%,-5%,.,.,-5,.,.
CCOc1ccccc1N=NC1C(=O)N(C(N)=S)N=C1C (stereo unspecified),-5%,-3%,-12%,2%,4%,-5%,0,67%[activator],-4%
Cc1ccc(-c2noc(C3CCCN(C(=O)c4ccccc4)C3)n2)o1 (stereo unspecified),-11%,5%,-21%[58.9 µM],-6%,-10%,-7%,1,-3%,-3%
Cc1ccc(F)cc1CNC(=O)C1CCC(=O)N(CCc2ccccc2)C1 (stereo unspecified),-6%,3%,11%,-1%,13%,-1%,-4,19%,-4%
Cc1nc(N2CCOCC2)c2c(C)c(C(=O)Nc3ccc(F)cc3Cl)sc2n1,-14%,-3%,28%,10%,34%,-8%,0,-1%,-3%
CC1=C(C(=O)NC2CCCC(C)C2C)C2(CCCCC2)OC1=O (stereo unspecified),-8%,-3%,-4%,-11%,10%,0%,-6,0%,1%
CCOC(=O)C1=C(C)NC(C)=C(C(=O)OCC)C1C(=O)OCC(=O)NC,-22%,-5%,176%[activator],-2%,-24%,3%,-7,-4%,-6%
Clc1ccc(C2Nc3cccc4cccc(c34)N2)cc1Cl,-7%,0%,7%,-7%,-15%,-7%,9,-13%,4%
CCOC(=O)C1(CCc2ccccc2)CCN(C2Cc3ccccc3C2)CC1,-28%,-3%,70%[activator],-4%,?,-8%,3,2%,-20%
COc1cccc(CNC(=O)c2ccc3c(c2)N(C)CCS3)c1OC,-11%,1%,3%,-10%,7%,-1%,-3,29%,140%[activator]
CCN(CC)C(=O)CSc1nc2c(sc(=S)n2-c2ccccc2)c(=O)n1-c1ccccc1OC,-25%,1%,-2%,6%,27%,-2%,3,-12%,-3%
CC(=O)NC(Cc1ccc(F)cc1)C(=O)NC1CCN(C(=O)Nc2cccc(C)c2)CC1 (stereo unspecified),-10%,4%,20%,-4%,22%,-1%,-2,20%,0%
COc1ccc(-c2cn3nc(N4CCCC(C(=O)NCCCOC(C)C)C4)sc3n2)cc1 (stereo unspecified),-24%,-4%,23%,-7%,-18%,0%,-1,.,-1%
C=CCOC(=O)c1[nH]c2c(c1C)C(=O)CC(c1ccco1)C2 (stereo unspecified),25µM*,-3%,?,?,13µM*,-13%,2,?,-15%
CN(C(=O)c1sc2nc(N3CCOCC3)c3c(c2c1N)CCCC3)c1ccccc1,-18%,0%,71%[activator],-12%,-6%,-4%,0,-5%,229%[activator]
Cc1cccc(N2CCN(C(=O)c3cnc4c(C)cccn4c3=O)CC2C)c1 (stereo unspecified),-3%,-3%,-8%,5%[60.1 µM],0%,0%,-1,.,-13%
CCN(CC)CCNC(=O)c1ccc(NC(=O)c2ccc(S(=O)(=O)N3CCCCCC3)cc2)cc1,-16%,-4%,17%,-2%,.,.,-3,55%[activator],.
Cc1ccccc1C1NC(c2ccccc2C)C([N+](=O)[O-])C(C)(C)C1[N+](=O)[O-] (stereo unspecified),2%,-3%,11%,-6%,5%,-9%,-4,-7%,2%
COc1ccc(-c2oc3ncn(CCN4CCOCC4)c(=N)c3c2-c2ccc(OC)cc2)cc1,-24%,-4%,18%,-8%,1%,44%[activator],-5,1%,8%
CCOC(=O)c1c(C)[nH]c(C)c1S(=O)(=O)NCCN1CCN(c2ccccc2F)CC1,8%,-5%,26%,-23%,?,-3%,-3,19%,-14%
CN(C)CCNC(=O)CCn1nc(-c2ccc(Cl)cc2)ccc1=O,-17%,-3%,31%[activator],3%,5%,-10%,-4,31%,-6%
O=C(CN1C2CCCC1CC(NC(=O)c1ccco1)C2)Nc1ccccc1C(F)(F)F (stereo unspecified),-19%,-3%,-7%,-5%,1%,-3%,-3,7%,-2%
CCOC(=O)N=Nc1c(O)n(Cc2ccccc2)c2ccccc12,-23%,2%,15%,-8%,?,-8%,-5,-7%,-8%
COc1ccccc1CNC(=O)/C=C/c1ccc(Br)o1,-10%,-5%,?,-20%,8.9µM*,10µM*,1,14%,-19%
Cc1ccc(NS(=O)(=O)c2ccc(CCC(=O)N3CCCC3)cc2)cc1,-6%,-3%,38%[activator],-8%,-14%,2%,-3,-3%,-16%
COc1ccc2c(c1)C(=O)[C@H](O)[C@@H](c1ccc(OC)c(Br)c1)O2,-16%,4%,43%[activator],-17%,0%,0%&-2%,-5,0%&1%,-12%
NNC(=O)CC12CC3CC(C1)CC(n1ncnn1)(C3)C2,-15%,-5%,1%,-13%,2%,1%,-1,-3%,-2%
COc1ccccc1/C=C/C=N/n1c(-c2ccc(Cl)cc2)n[nH]c1=S,-8%,-3%,59%[activator],-12%,?,-16%,-4,-8%,-4%
O=C(Nc1cc(F)cc(F)c1)c1ccc(NCCCN2CCCCCC2)c([N+](=O)[O-])c1,1%,-4%,166%[activator],-13%,3%,-5%,-4,-7%,-21%
O=C(NNC1CC(=O)N(c2ccc(Br)cc2)C1=O)c1cccnc1 (stereo unspecified),-18%,-2%,58%[activator],-7%,17%,2%,-6,-10%,-8%
COc1ccc(-c2ccc(SCC(=O)N3CC(=O)Nc4ccccc43)nn2)cc1,-17%,6%,73%[activator],-1%,-7%,2%,-6,21%[12.4 µM],-1%
CCC(C(=O)Nc1ccc(S(=O)(=O)N(C)C2CCN(C)CC2)cc1)c1ccccc1 (stereo unspecified),-12%,-2%,-13%,-7%,.,.,-12,27%,.
CN(CC(=O)NCc1ccco1)C(=O)C1CC(=O)N(c2ccc3c(c2)OCCO3)C1 (stereo unspecified),-10%,0%,-12%,-3%,.,.,-7,11%,.
COc1ccc(/C=C/c2c(-c3ccccc3OC)sc3ccccc23)cc1OC,-15%,6%,-5%,-13%,.,.,0,8%,.
Cc1cc(Cl)c(S(=O)(=O)Nc2ccc3c(c2)OCCO3)cc1OCC(N)=O,-10%,-8%,10%,-15%,1%,-12%,-3,-1%,-3%
COc1ccc(CNC(=O)C(CCSC)NS(=O)(=O)c2ccccc2F)cc1 (stereo unspecified),-14%,-3%,41%[activator],-12%,-1%,0%,-7,-2%,-5%
Cc1nn(C)c(C)c1CN(C)C(=O)c1cc2nc(-c3ccco3)cc(C(F)(F)F)n2n1,-8%,-2%,3%,-6%,-15%,-3%,-7,3%,37%[activator]
COc1ccc(-c2cc(N)n(S(=O)(=O)c3c(F)c(F)c(F)c(F)c3F)n2)cc1OC,?,-15%,?,-21%,14%,-15%,4,-4%,?
O=C(CSc1ncnc2sc3c(c12)CCCC3)NC1CCS(=O)(=O)C1 (stereo unspecified),-9%,-3%,27%,-23%,.,.,-2,-10%,.
CC1Cn2c(C(=O)NCc3ccccc3Cl)cc3cccc(c32)S1 (stereo unspecified),-12%,-3%,1%,2%,1%,-12%,-2,.,60%[activator]
O=C(Nc1ccon1)c1cccc(C(F)(F)F)c1,-13%,7%,-12%,-2%,-13%,-2%,-1,2%,-7%

# Sorted by count of non-hydrogen atoms (rising): some entries from above
SMILES,Pol eta inh,Glioma ERSR ind,Pol iota inh,POLK inh,POLB inh,BLM inh,LDHA block,APEX1 inh,Apoferritin bind
O=C(Nc1ccon1)c1cccc(C(F)(F)F)c1,-13%,7%,-12%,-2%,-13%,-2%,-1,2%,-7%
CC1Cn2c(C(=O)NCc3ccccc3Cl)cc3cccc(c32)S1 (stereo unspecified),-12%,-3%,1%,2%,1%,-12%,-2,.,60%[activator]
O=C(CSc1ncnc2sc3c(c12)CCCC3)NC1CCS(=O)(=O)C1 (stereo unspecified),-9%,-3%,27%,-23%,.,.,-2,-10%,.
COc1ccc(/C=C/c2c(-c3ccccc3OC)sc3ccccc23)cc1OC,-15%,6%,-5%,-13%,.,.,0,8%,.
CN(CC(=O)NCc1ccco1)C(=O)C1CC(=O)N(c2ccc3c(c2)OCCO3)C1 (stereo unspecified),-10%,0%,-12%,-3%,.,.,-7,11%,.
